Source: PubChem
hcGAS inh: inhibitors of human cGAS | hit rate 0.081% among 290,000 | Q8N884 | recombinant h-cGAS, ATP depletion, Kinase-Glo luminescence | AID 1259398 | inhibition, % at 12.5 µM;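 also: 0% = vehicle reaction and 100% = reaction without DNA for no activity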
Target sequence (Q8N884 whole entry, looked up): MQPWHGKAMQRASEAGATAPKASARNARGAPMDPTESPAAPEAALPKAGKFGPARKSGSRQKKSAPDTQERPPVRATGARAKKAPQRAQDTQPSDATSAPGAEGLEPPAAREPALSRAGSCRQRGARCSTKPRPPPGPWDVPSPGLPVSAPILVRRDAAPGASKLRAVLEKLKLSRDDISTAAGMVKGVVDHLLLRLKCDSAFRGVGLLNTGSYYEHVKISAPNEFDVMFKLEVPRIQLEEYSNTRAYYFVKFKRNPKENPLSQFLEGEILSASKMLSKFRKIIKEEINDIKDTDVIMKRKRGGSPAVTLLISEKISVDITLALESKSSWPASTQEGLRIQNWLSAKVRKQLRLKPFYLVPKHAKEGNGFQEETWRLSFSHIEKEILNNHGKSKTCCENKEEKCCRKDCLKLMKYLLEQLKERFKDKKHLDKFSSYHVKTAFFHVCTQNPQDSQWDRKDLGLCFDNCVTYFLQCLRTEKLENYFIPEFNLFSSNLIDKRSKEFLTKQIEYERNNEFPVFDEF
NPYLR7 agonist: mosquito NPYLR7 agonism. HEK293T NPYLR7/Galpha15, GCaMP6s calcium fluorescence. activation, % at 10 µM. hit rate 0.15% among 270,000. AID 1259423; in the data active = activation above about 40%;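 also: 0% = vehicle and 100% = reference agonist at the receptor; some compounds past the cut are filed as inactive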
mcGAS inh: mouse cGAS inhibition by luminescence | Q8C6L5 | inhibition, % at 12.5 µM | recombinant cGAS, Kinase-Glo ATP depletion luminescence | hit rate 0.15% among 160,000 | AID 1259399;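 also: 0% = negative control wells and 100% = reference inhibitor with no enzyme activity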
* hit, by the source's call; x = not tested or not shown. Rule as the data show it, unless noted: active = inhibition above about 40%; inactive = the rest. An unsorted share of the library; about 0.29% have a hit in one of these screens.

A first look (six entries):
SMILES	hcGAS inh	NPYLR7 agonist	mcGAS inh
CCC1(C(=O)c2ccc(Br)cc2)C2C(C)(C)OC(=O)C21C(=O)OC (stereo not drawn)	-7	-2	3
CS(=O)(=O)N1CCCCC1C(=O)N(Cc1ccccc1)c1nc2c(F)cccc2s1 (stereo not drawn)	0	2	x
Cc1cc(C)c(S(=O)(=O)N2CCCC2C(=O)Nc2nnc(-c3ccc(F)cc3)s2)c(C)c1 (stereo not drawn)	-4	20	-5
CCc1cc(=O)[nH]c2n[nH]c(=S)n12	3	-3	x
CN(C)c1cccc(C(=O)N2CCN(c3ncccc3NC(=O)c3ccc4c(c3)OCO4)CC2)c1	0	5	-5
COc1ccc(C2=CSC3=NS(=O)(=O)CCN23)c(OC)c1	-11	1	x

The whole of this part, repeating the preview:
SMILES	hcGAS inh	NPYLR7 agonist	mcGAS inh
CCC1(C(=O)c2ccc(Br)cc2)C2C(C)(C)OC(=O)C21C(=O)OC (stereo not drawn)	-7	-2	3
CS(=O)(=O)N1CCCCC1C(=O)N(Cc1ccccc1)c1nc2c(F)cccc2s1 (stereo not drawn)	0	2	x
Cc1cc(C)c(S(=O)(=O)N2CCCC2C(=O)Nc2nnc(-c3ccc(F)cc3)s2)c(C)c1 (stereo not drawn)	-4	20	-5
CCc1cc(=O)[nH]c2n[nH]c(=S)n12	3	-3	x
CN(C)c1cccc(C(=O)N2CCN(c3ncccc3NC(=O)c3ccc4c(c3)OCO4)CC2)c1	0	5	-5
COc1ccc(C2=CSC3=NS(=O)(=O)CCN23)c(OC)c1	-11	1	x
CCC(Cc1ccccc1)N(C)C(=O)c1ccc(C)c(F)c1 (stereo not drawn)	-1	-2	x
COc1ccc(-n2c(N)c(C#N)c(-c3ccc(C)cc3)c(C#N)c2=O)cc1	2	-2	x
CCCCN(CC(=O)N(CCc1c[nH]c2ccccc12)Cc1ccccc1)S(=O)(=O)c1ccc(Cl)c([N+](=O)[O-])c1	-5	31	-5
Cc1cc(F)ccc1Oc1cc(N2CCN(c3ccccc3F)CC2)ncn1	-3	x	-8
CC(=O)OC(C(=O)NCC1Cc2cccc(F)c2O1)c1ccccc1 (stereo not drawn)	-3	3	-6
O=C(CSc1nc(Cl)cc(N2CCN(C(=O)C3CC3)CC2)n1)N(CCc1ccccc1)Cc1ccccc1	-15	-4	-7
Cc1ccc(C)c(OCCNC2CCN(C(=O)c3ccncc3)CC2)c1	-7	7	x
Cc1cc(C)n(Cc2cc(C(=O)NCCc3ccco3)n[nH]2)n1	0	5	x
COc1cccc2cc(C(N)=O)c(=Nc3ccccc3F)oc12	-1	-3	-5
C=CCn1c(=NC(=O)c2ccc(N3C(=O)CCC3=O)cc2)sc2cccc(OCC)c21	-3	3	-7
Cc1nc2n(n1)C(=O)C(C(c1ccccc1F)N1CCCC(C)C1)S2 (stereo not drawn)	2	-2	-3
C=CCNC(=O)NC1CCN(c2ccccc2C(=O)N2CCCC2)CC1	-2	0	-6
Cc1nc(C)c(S(=O)(=O)NC(=O)c2ccsc2)s1	-6	-2	-3
COc1ccc(C(=O)Nc2ccccc2F)cc1[N+](=O)[O-]	-4	2	-6

Continued; the last seven above are carried over.
SMILES	hcGAS inh	NPYLR7 agonist	mcGAS inh
Cc1cc(C)n(Cc2cc(C(=O)NCCc3ccco3)n[nH]2)n1	0	5	x
COc1cccc2cc(C(N)=O)c(=Nc3ccccc3F)oc12	-1	-3	-5
C=CCn1c(=NC(=O)c2ccc(N3C(=O)CCC3=O)cc2)sc2cccc(OCC)c21	-3	3	-7
Cc1nc2n(n1)C(=O)C(C(c1ccccc1F)N1CCCC(C)C1)S2 (stereo not drawn)	2	-2	-3
C=CCNC(=O)NC1CCN(c2ccccc2C(=O)N2CCCC2)CC1	-2	0	-6
Cc1nc(C)c(S(=O)(=O)NC(=O)c2ccsc2)s1	-6	-2	-3
COc1ccc(C(=O)Nc2ccccc2F)cc1[N+](=O)[O-]	-4	2	-6
Cn1ccc2c(-c3ccc4nc(CO)[nH]c4c3)ccnc21	-3	2	-7
CCCCNC(=S)NN=Cc1ccc(C)o1	-7	1	-8
CN(C)CC1(O)CCCN(C(=O)c2cnc3c(c2)ncn3C)C1 (stereo not drawn)	-3	1	x
CCOC(=O)C1=C(COC(=O)c2c(C)noc2C(C)C)NC(=O)NC1C (stereo not drawn)	-4	12	x
c1ccc(CCNc2ncnc3[nH]ncc23)cc1	3	3	x
COc1ccc(N2CCN(c3cc(C(=O)Nc4ccncc4)ncn3)CC2)cc1OC	-3	-4	-3
Cc1c(Cl)cccc1NC(=O)CSc1nc(=O)n(CCN(C)C)c2c1CCCC2	-13	-4	-8
COCCNC(=O)C(NC(=O)c1cccs1)C1CCN(S(=O)(=O)c2ccc(C)cc2)CC1 (stereo not drawn)	-3	6	-6
CC(Nc1ccc([N+](=O)[O-])cc1S(=O)(=O)N1CCOCC1)c1ccc(Cl)cc1 (stereo not drawn)	4	-4	-1
COc1ccc2c(c1)C(C(=O)N1CC(c3ccncc3)C1)CC(=O)N2 (stereo not drawn)	-2	2	-16
CCNC(=NCC(C)N1CCN(C)CC1)NCC (stereo not drawn)	0	-2	x
CC1CN(c2ccc(NC(C)c3nc(C(C)C)no3)cc2F)CC(C)O1 (stereo not drawn)	-11	11	-16
CCn1ccc(C(=O)N(Cc2ccccn2)c2nc3cc(C)cc(C)c3s2)n1	2	-3	x
CNCCCc1cc(-c2ccc(F)cc2)no1	-5	26	x
COC12C=CC(CC1=O)c1c(Cl)c(Cl)c(Cl)c(Cl)c12 (stereo not drawn)	-8	5	x
COC(=O)C1CC2(CCN(C(=O)c3ccc(NC(C)=O)cc3)CC2)c2ccccc21 (stereo not drawn)	-8	3	x
O=C(CCSc1ccc2c(c1)OCCO2)N1CCC(Oc2ncccn2)CC1	-4	5	-12
COCCN(CCCc1ccccc1)CC(=O)NC(C)(C#N)C1CC1 (stereo not drawn)	-5	0	x
COc1ccc(CN(C)c2c(C)nc3c(OCCc4cccc(OC)c4)cccn23)cc1	-3	15	-3
CCc1cccc2c(C(CC(=O)N3CCN(c4ccccc4F)CC3)c3cccc4c3OCO4)c[nH]c12 (stereo not drawn)	-11	x	-9

2 entries drawn at random from the list so far, as already listed:
SMILES	hcGAS inh	NPYLR7 agonist	mcGAS inh
CCOC(=O)C1=C(COC(=O)c2c(C)noc2C(C)C)NC(=O)NC1C (stereo not drawn)	-4	12	x
CCNC(=NCC(C)N1CCN(C)CC1)NCC (stereo not drawn)	0	-2	x

The list goes on:
SMILES	hcGAS inh	NPYLR7 agonist	mcGAS inh
O=C(CSC1=NCCS1)Nc1nc2c(s1)CCCC2	-4	5	-2
Cc1c(C)n2c3c(=O)n(Cc4ccc(F)cc4)c(=O)n(C)c3nc2n1CCN1CCOCC1	-7	0	x
O=c1[nH]c(=O)c2nc3c(ccc4nsnc43)nc2[nH]1	7	3	37
Cc1ccc(C(c2ccccc2)N2CCN(S(=O)(=O)c3c(C)nn(C)c3C)CC2)cc1 (stereo not drawn)	-10	28	-9
CCC(NC1CCN(c2ccc3c(c2)OCO3)CC1)c1ccnn1C (stereo not drawn)	-3	0	x
COCCNC(=O)C(NC(=O)c1ccc(OC)cc1)C1CCN(C(=O)NC(C)(C)C)CC1 (stereo not drawn)	-5	-2	-4
Cc1ccccc1Cn1ccnc1CNC1CCCCC1	-2	-12	0
CCn1c(SCc2ccc(C(=O)N3CCN(c4ccccc4F)CC3)cc2)nnc1-c1cccs1	-7	5	-3
O=C(NC(Cn1cccn1)c1ccccc1)c1cc2n(n1)CCNC2 (stereo not drawn)	-2	-1	x
COc1cccc(CNC(=O)CCC2CCCN(C(=O)CSC)C2)c1 (stereo not drawn)	-9	19	x
Cc1ccc2scc(CN3CCCC3)c2c1	3	-1	x
CN1CCN(/N=C\C2=Cc3cc(Cl)cc(Cl)c3OC2)CC1	0	2	-1
O=C(c1[nH]ncc1Cl)N1CCCC(c2n[nH]c(=O)n2-c2ccccc2)C1 (stereo not drawn)	-4	3	x
COc1cc(NC(=O)Nc2ccc3n(c2=O)C[C@H]2C[C@@H]3CN(c3ncccn3)C2)cc(OC)c1	-4	-11	-8
CCOC(=O)c1nn(CC)c2c1CN(C(=O)C1CC=CCC1)CC2 (stereo not drawn)	-4	1	1
CC(C)NC(=O)CSc1nc2ccccc2c(=O)n1C1CC1	2	-1	x
Cn1c(SCc2nc3cc(C(=O)O)ccc3c(=O)[nH]2)nnc1C(F)(F)F	-4	1	x
c1cc2c(cc1-c1csc(NNC3=NCCCCC3)n1)OCCO2	-9	5	x
Cc1cc(C)c(S(=O)(=O)NC(C)c2nnc(SCc3ccccc3)n2-c2cc(Cl)ccc2C)c(C)c1 (stereo not drawn)	-3	25	-3
COc1cc2c(cc1C1CC(=O)Nc3c1c(C)nn3C)OCCO2 (stereo not drawn)	0	1	-9

Given with each value named: two of the compounds above.
Molecule: COCCNC(=O)C(NC(=O)c1ccc(OC)cc1)C1CCN(C(=O)NC(C)(C)C)CC1 (stereo not drawn)
  hcGAS inh: -5 | NPYLR7 agonist: -2 | mcGAS inh: -4
Molecule: Cc1ccccc1Cn1ccnc1CNC1CCCCC1
  hcGAS inh: -2 | NPYLR7 agonist: -12 | mcGAS inh: 0

The list continues.
SMILES	hcGAS inh	NPYLR7 agonist	mcGAS inh
CS(=O)(=O)c1ccc(C(=O)Nc2nc(-c3ccccc3Cl)cs2)cc1	-3	1	x
CCCCn1c(=O)[nH]c(=O)c2c(C(=O)OCC)cc(-c3cccnc3)nc21	-6	0	x
O=C(COCc1ccccc1Cl)N1CCN(c2ccc(Br)cn2)CC1	-1	2	x
CCN(CC)CCSc1nc(O)c(C)c(=O)[nH]1	-7	-1	x
COCCCN(Cc1c(C)nn(-c2cccc(F)c2)c1N1CCN(C)CC1)S(=O)(=O)c1ccc(Cl)cc1	-9	1	-7
COc1ccc(CN(CC2CCCO2)C(=O)c2cccc(F)c2)cc1OS(C)(=O)=O (stereo not drawn)	-7	3	-4
CC(=O)N1CCC(NCCn2c(C)cc3ccccc32)CC1	-7	1	-25
CCc1ccccc1NC(=O)c1cn(CC2CCCO2)cc2c(=O)n(-c3ccccc3)nc1-2 (stereo not drawn)	-5	4	-11
CC(=O)c1ccc(S(=O)(=O)NCCOc2ccc3nnc(-c4ccccc4)n3n2)cc1	-3	8	-6
COc1ccc(-n2ccnc2-c2c(C)n(C)n(-c3ccccc3)c2=O)cn1	2	-1	0
CC(C)(O)C#Cc1cccc(C(=O)NCc2csc(N)n2)c1	0	7	x
O=C1C2C(C(=O)N1c1ccncc1)C1C=CC2C12CC2 (stereo not drawn)	-3	0	0
CC1CN(C(=O)CN2CCc3sccc3C2c2cccc(F)c2)CCN1C(=O)C(C)(C)CCl (stereo not drawn)	-1	7	-7
Cc1ccc(-c2ccc(OCCNS(=O)(=O)c3ccc(C)c(C)c3)nn2)cc1	-5	-1	-8
O=C(NCCNC(=O)[C@H]1CCCN1C(=O)c1ccc(Cl)cc1Cl)c1ccccc1	-1	5	-7
Cc1cccc2cc(C(=O)N3CCC4(CC3)C(=O)Nc3ccccc34)oc12	5	-3	2
CC1CC(NC(=O)c2c(F)cccc2I)C1 (stereo not drawn)	-9	-3	-16
CC1=CS(=O)(=O)CC1Sc1nc2ccccc2[nH]1 (stereo not drawn)	1	8	1
N#CC(=Cc1ccccc1S(=O)(=O)O)S(=O)(=O)c1ccccc1	-2	-1	-7
CC(=O)Oc1cccc(C(=O)N2CCN(c3nccc(-c4ccc5c(c4)OCO5)n3)CC2)c1C	-9	6	-7
CC(C)NC(=O)C(C#N)=Cc1ccc(O)cc1	7	4	2
O=C1c2ccccc2C(=O)N1CCCOc1ccc(Br)cc1Cl	-8	-6	x
